TrxR1 substrate = substrates of rat thioredoxin reductase 1. O89049. Potency, µM (titrated, usually from 114 µM), for inactives: top-dose activity change, negative = substrate turnover. purified TrxR1 substrate turnover, NADPH consumption readout. AID 588456. hit rate 0.01% among 390,000; note: potency is the fitted concentration of half-maximal effect; % is set by controls: 0 for no effect and ±100 for the full control effect; nearly all actives have a fitted effect of over 50% in size
Target sequence (O89049 whole entry, looked up): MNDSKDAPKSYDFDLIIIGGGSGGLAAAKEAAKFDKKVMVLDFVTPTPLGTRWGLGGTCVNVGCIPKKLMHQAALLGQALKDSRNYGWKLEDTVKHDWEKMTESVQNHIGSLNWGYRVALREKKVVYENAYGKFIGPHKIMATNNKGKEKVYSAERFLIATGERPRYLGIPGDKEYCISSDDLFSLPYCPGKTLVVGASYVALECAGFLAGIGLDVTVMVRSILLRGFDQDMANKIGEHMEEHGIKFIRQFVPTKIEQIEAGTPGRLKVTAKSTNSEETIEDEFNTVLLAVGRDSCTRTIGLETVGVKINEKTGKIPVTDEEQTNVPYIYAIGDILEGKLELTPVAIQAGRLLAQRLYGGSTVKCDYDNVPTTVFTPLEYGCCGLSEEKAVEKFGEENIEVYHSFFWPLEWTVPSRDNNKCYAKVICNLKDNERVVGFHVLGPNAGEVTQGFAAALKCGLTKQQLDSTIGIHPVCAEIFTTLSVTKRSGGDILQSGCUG
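Rat TrxR1, dispensed at 90 nM, was prereduced with 400 uM NADPH (final) for 5 min at ~22 deg C, then incubated with compound 15 min before 400 uM selenite. A first-read NADPH fluorescence drop versus no-compound background flagged substrates.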
HP1b binding inh = blocks HP1-beta chromodomain binding to methylated histone tails | AlphaScreen HP1-beta / biotin-H3K9me3 peptide binding | Potency, µM (series often up to 114 µM), for inactives: at the highest dose activity change, negative = inhibition, hits mostly inhibitors | hit rate 0.56% among 390,000 | AID 540317; note: potency is the fitted concentration of half-maximal effect; nearly all actives have a fitted effect of over 70% in size; inactives centre near 23
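Compound inhibition of the preformed complex between 50 nM HP1-beta and 50 nM biotinylated H3K9me3 peptide was read by AlphaScreen. Buffer was PBS pH 7.4 with 0.01% Tween-20. Incubations ran 30 min at room temperature, with 10 ug/mL donor/acceptor beads.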
rTrxR1 inhibitor = rat TrxR1 inhibition | O89049 | recombinant rTrxR1, NADPH fluorescence consumption, selenite substrate | Potency, µM (titrated, usually from 114 µM), for the others: top-dose activity change, negative = inhibition, usual class: inhibitors | hit rate 1% among 390,000; note: potency is the fitted concentration of half-maximal effect; % is set by controls: 0 for no effect and ±100 for the full control effect; nearly all actives have a fitted effect of over 65% in size
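Rat TrxR1 (90 nM in the dispensed reagent) was pre-reduced with 400 uM NADPH for 5 min at room temperature, then incubated with compound for 15 min. After 400 uM selenite was added, NADPH fluorescence (Ex 340/Em 450 nm) was followed for 8 min.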
IDH1 R132H inh = human IDH1 R132H inhibition. O75874. IDH1-R132H enzyme, NADPH consumption, diaphorase/resazurin fluorescence. Potency, µM (series often up to 76.6 µM), for the others: at the highest dose activity change, negative = inhibition, hits mostly inhibitors. hit rate 0.093% among 390,000. AID 602179; note: potency is the fitted concentration of half-maximal effect; % is set by controls: 0 for no effect and ±100 for the full control effect; nearly all actives have a fitted effect of over 65% in size
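IDH1-R132H (0.5 ug/mL dispensed) in pH 7.5 Tris buffer was preincubated 30 min with compound, then given a substrate mix of 0.016 mM NADPH and 2 mM alpha-KG for 80 min at room temperature; remaining NADPH was read by diaphorase/resazurin fluorescence.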
Pin1 inhibitor = inhibitors of human Pin1; hit rate 0.009% among 390,000; Q13526; Potency, µM (series often up to 115 µM), inactives show top-dose activity, negative = inhibition, hits mostly inhibitors; Pin1 FP peptide displacement, HiFluor488, 10 min; AID 504891; active = well fitted inhibition curve with a large enough effect in the polarisation, with a control signal flat, not every such curve was filed as active; inconclusive = small, poorly fitted or top-dose-only effect, or effect the other way, or a change in a side signal; inactive = no such curve, though single readings can be large or run the other way; the % refers to the polarisation; note: potency is the fitted concentration of half-maximal effect; % is set by controls: 0 for no effect and ±100 for the full control effect
PI4K2A block = inhibitors of human PI4K2A; Q9BTU6; purified PI4K2A, ADP-Glo luminescence, 1 h; stronger effect = lower value; activity change, negative = inhibition, % at 76.9 µM; hit rate 0.13% among 420,000; AID 1346378; in the data active = activity change below about -50%; inconclusive = mostly about -30% to -49%;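 note: -100% = wells without enzyme as full effect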
Target sequence (Q9BTU6 whole entry, looked up): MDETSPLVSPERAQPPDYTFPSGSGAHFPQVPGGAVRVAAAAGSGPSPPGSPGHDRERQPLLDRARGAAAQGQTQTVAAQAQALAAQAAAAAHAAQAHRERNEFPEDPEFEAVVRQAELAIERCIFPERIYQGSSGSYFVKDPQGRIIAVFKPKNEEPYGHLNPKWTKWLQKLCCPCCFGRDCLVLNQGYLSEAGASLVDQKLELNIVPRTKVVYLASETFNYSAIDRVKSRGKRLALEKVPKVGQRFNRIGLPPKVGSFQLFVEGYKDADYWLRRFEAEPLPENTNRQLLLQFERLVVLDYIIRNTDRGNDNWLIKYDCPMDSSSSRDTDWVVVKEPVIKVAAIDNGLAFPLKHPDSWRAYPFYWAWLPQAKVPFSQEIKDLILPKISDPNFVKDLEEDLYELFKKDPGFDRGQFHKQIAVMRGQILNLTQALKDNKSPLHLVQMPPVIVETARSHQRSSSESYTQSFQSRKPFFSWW
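PI4K2A activity was measured by ADP-Glo luminescence: enzyme (4 ug/mL stock) and phosphatidylinositol (1.2 mM stock) in Tris pH 7.5/MgCl2/EGTA/Triton X-100 buffer were reacted with ATP (300 microM stock) for one hour at ambient temperature.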
USP1-UAF1 inh = inhibitors of human USP1/UAF1 deubiquitinase; O94782; AID 743255; Potency, µM (series often up to 57.1 µM), for inactives: at the top dose activity change, negative = inhibition, hits mostly inhibitors; hit rate 0.23% among 390,000; recombinant USP1/UAF1, Ub-Rhodamine cleavage fluorescence; note: potency is the fitted concentration of half-maximal effect; % is set by controls: 0 for no effect and ±100 for the full control effect; nearly all actives have a fitted effect of over 60% in size; inactives centre near -12
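USP1/UAF1 complex (1 nM) preincubated 15 min at room temperature with compound, then Ub-Rho substrate (150 nM final) added. Kinetic fluorescence at 480/540 nm over 6 reads at 60 s intervals; 50 mM HEPES pH 7.8, 0.5 mM EDTA, 0.1 mg/ml BSA, 1 mM TCEP, 0.01% Tween-20.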
Tb PGK inh = T. brucei PGK inhibition; P07378; PGK/GAPDH coupled, Kinase-Glo luminescence, 60 min; Potency, µM (top dose mostly 57.5 µM), inactives show at the highest dose activity change, negative = inhibition, actives largely listed as inhibitors; hit rate 0.043% among 380,000; AID 602233; note: potency is the fitted concentration of half-maximal effect; % is set by controls: 0 for no effect and ±100 for the full control effect; nearly all actives have a fitted effect of over 60% in size
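Luminescent ATP detection (Kinase-Glo Plus) follows a 60-minute room-temperature incubation, with wells lacking PGK as controls. Buffer: 100 mM TEA (pH 7.6), 5 mM MgCl2, 0.01% Tween-20. Coupling enzyme GAPDH (100 nM final) supplies unstable 1,3-BPG in-well.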
GLS inhibitor = blocks human kidney-isoform glutaminase activity | Potency, µM (titrated, usually from 45.5 µM), inactives show at the top dose activity change, negative = inhibition, most hits filed as inhibitors | hit rate 0.21% among 410,000 | O94925 | AID 624170 | GLS enzymatic activity, qHTS titration; note: potency is the fitted concentration of half-maximal effect; % is set by controls: 0 for no effect and ±100 for the full control effect
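Read-out is an Amplex red fluorescence increase coupled through glutamate oxidase and HRP, measured before and after 30 min room-temperature incubation. hKGA is in 45 mM KH2PO4 (pH 8.2) with 0.02% Tween-20; glutamine added as 1mM solution.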
* = called active by the depositor; i = inactive; ? = inconclusive; nt = not tested or not shown; & = joins results of further samples; [ ] = another dose, or the depositor's remark. Unless noted, calls come from the whole dose curve; as a rule, active = well fitted curve in the direction sought with a large enough effect; inconclusive = small, poorly fitted or top-dose-only effect, or another doubt; inactive = no such curve, though single readings can be large; an effect the other way counts as inactive or inconclusive. A portion of the library; rates above refer to the full screens.

| TrxR1 substrate | HP1b binding inh | rTrxR1 inhibitor | IDH1 R132H inh | Pin1 inhibitor | PI4K2A block | USP1-UAF1 inh | Tb PGK inh | GLS inhibitor | structure |
| --- | --- | --- | --- | --- | --- | --- | --- | --- | --- |
| -2% | 5% | 5% | -13% | 0% | -5 | -18% | -12% | -1% | COc1cc(C(c2c(C)[nH][nH]c2=O)c2c(C)[nH][nH]c2=O)ccc1OC(=O)c1cccc(C)c1 |
| 7% | 42%[activator] | -4% | -9% | ? | 2 | -3% | i | 24% | Cc1cccc(N2CCN(C(=O)CCC(=O)NNc3nc4ccccc4c4nc(C)nn34)CC2C)c1 (stereo unspecified) |
| -2% | 34% | 2% | -10% | 17% | -3 | -15% | -2% | 0% | O=C(Cn1c(=O)n(Cc2ccco2)c(=O)c2oc3ccccc3c21)Nc1ccccc1 |
| 19%[57.1 µM] | 16%&20% | ? | 5%&-9% | -11%&-1% | -11&-9&-5&0 | 12%&-10% | 0%&8% | 6%&-14%&24% | Oc1ccc(C2CNCCc3c2cc(O)c(O)c3Cl)cc1 (stereo unspecified) |
| -4% | 8% | 17% | -14% | 23% | 0 | -13% | -6% | 2% | COCCn1c(SCC(=O)Nc2ccc(F)c(Cl)c2)nc2c(oc3ccccc32)c1=O |
| 7%[57.1 µM] | 15% | 20%[57.1 µM] | 0% | 5% | 0&4&0 | -21% | -5% | -1% | CCN(CC)CCOC(=O)c1ccc(N)cc1 |
| 20%[57.1 µM] | 32% | 13%[57.1 µM] | 1% | -3% | 2&7&-2 | -6% | -2% | -10%&3% | Cc1ccc(=O)n(-c2ccccc2)c1 |
| -3% | 23% | -12% | -9% | 3% | 0&-6 | -21% | 11% | -3%&-2% | CCc1ccc(CCOc2ccc(CC3SC(=O)NC3=O)cc2)nc1 (stereo unspecified) |
| -18% | 5% | -20% | 4% | 90%[activator] | -5&-1 | ? | i | 8% | COc1ccc(-c2cc(=O)c3c(O)cc(O[C@@H]4O[C@H](CO[C@@H]5O[C@@H](C)[C@H](O)[C@@H](O)[C@H]5O)[C@@H](O)[C@H](O)[C@H]4O)cc3o2)cc1O |
| -5% | 20% | 0% | -11% | 11% | 2 | -33% | i | -5% | COc1ccc(Cn2c(SCc3ccc(C(=O)NC4CCCC4)cc3)nc3ccncc32)cc1 |
| 8%[57.1 µM] | 21% | 15%[57.1 µM] | -15% | -2% | -1 | -15% | 1% | -2% | COC(=O)C1=CO[C@@H](O[C@@H]2O[C@H](CO)[C@@H](O)[C@H](O)[C@H]2O)C2C1C[C@H](O)[C@@H]2C (stereo partly specified) |
| -13% | 15% | -13% | -9% | ? | -5 | -25% | 4% | 16% | COc1ccc(-c2cc(=O)c3c(O)cc(OC4OC(COC5OC(C)C(O)C(O)C5O)C(O)C(O)C4O)cc3o2)cc1O (stereo unspecified) |
| 5%[57.1 µM] | -11% | 25%[57.1 µM] | -19% | -2% | -6 | -19% | -9% | 0% | CC(O)CNC(=O)C(=O)Nc1c2c(nn1-c1ccc(Cl)cc1)CSC2 (stereo unspecified) |
| 3%[57.1 µM] | 48%[activator] | 19%[57.1 µM] | 7% | -3% | 6 | -3% | -8% | -12% | COc1ccc(C[C@H]2COC(=O)[C@@H]2Cc2ccc(OC3OC(CO)C(O)C(O)C3O)c(OC)c2)cc1OC (stereo partly specified) |
| 4%[57.1 µM] | 16% | 20%[57.1 µM] | 5% | -1% | -7&-3 | -7% | 4% | 1% | NOCC(=O)O |
| 5%[57.1 µM] | 30%&23% | 7%[57.1 µM] | 10%&8% | 12%&-3% | -23&6 | -25%&-16% | i | 1%&2% | Cc1cncn1CCc1nc2c3ccccc3nc(SCC(=O)Nc3cccc(Cl)c3)n2n1 |
| 1% | 12% | ? | 4% | 36%[activator] | -3 | ? | 5% | 2% | O=C(CCCCCn1c(=O)c2sccc2n(CC(=O)Nc2cccc(Cl)c2)c1=O)NCc1ccc2c(c1)OCO2 |
| 3% | ? | 10µM* | 2% | -9% | 6 | -24% | ? | ? | Oc1cc2c(cc1O)[C@H]1c3ccc(O)c(O)c3OC[C@@]1(O)C2 |
| -14% | ? | -2% | -2% | ? | ? | -24% | ? | 39%[activator] | Cc1c(C(=O)O)c(O)cc2c1C(=O)c1c(O)c([C@@H]3O[C@H](CO)[C@@H](O)[C@H](O)[C@H]3O)c(O)c(O)c1C2=O |
| 15%[57.1 µM] | 7%[57 µM] | 8%[57.1 µM] | nt | 11% | 4 | -28% | nt | 4% | COc1ccc(-c2cn3cccnc3n2)cc1NC(=O)c1cc(C)cc(C)c1 |

Some values from above:
rTrxR1 inhibitor result of Oc1cc2c(cc1O)[C@H]1c3ccc(O)c(O)c3OC[C@@]1(O)C2 stands at 10µM*
Pin1 inhibitor result of CC(O)CNC(=O)C(=O)Nc1c2c(nn1-c1ccc(Cl)cc1)CSC2 (stereo unspecified) stands at -2%

Next records
| TrxR1 substrate | HP1b binding inh | rTrxR1 inhibitor | IDH1 R132H inh | Pin1 inhibitor | PI4K2A block | USP1-UAF1 inh | Tb PGK inh | GLS inhibitor | structure |
| --- | --- | --- | --- | --- | --- | --- | --- | --- | --- |
| -3% | 22% | -10% | 0% | -11% | 0 | -11% | -1% | -3% | CN(C)CCC[C@]1(c2ccc(F)cc2)OCc2cc(C#N)ccc21 |
| 11% | 31% | 32% | 3% | -14% | -2 | -30% | -1% | 57%[activator] | COc1ccccc1N1CCN(CCCN=C2CC(=O)N(C)C(=O)N2C)CC1 |
| 1%[57.1 µM] | 21% | 4%[57.1 µM] | 6% | -6% | -2&-1&3 | -16% | -5% | 5%&-1% | O=C(O)c1cccnc1Nc1cccc(C(F)(F)F)c1 |
| -11% | ? | -1% | ? | ? | 1 | -9% | 3% | ? | CCCCn1cnc2cc(NCc3ccccc3Cl)ccc21 |
| 2% | 71%[activator] | 12% | 7% | -3% | -1 | -1% | -4% | 3% | O=C(CSc1nc2ccccc2n1Cc1cccc(Cl)c1)N1CCN(c2ccc(F)cc2)CC1 |
| 10%[57.1 µM] | 18% | 21%[57.1 µM] | -3% | 6% | 2&1&1 | -15% | -1% | -6% | CC(=O)CCCCn1c(=O)c2c(ncn2C)n(C)c1=O |
| -2% | ? | 12% | 10% | ? | -20 | -2% | ? | 2% | C=CC[n+]1ccc(/C=C2\C=Cc3cc(C)ccc3N2CC)c2ccccc21 |
| 5% | 23% | 19% | -18% | 0% | 1&0 | -25% | -2% | 2%&-2% | CCCCCC(=O)O[C@]1(C(C)=O)CC[C@H]2[C@@H]3CCC4=CC(=O)CC[C@]4(C)[C@H]3CC[C@@]21C |
| 9%[57.1 µM] | 47%[activator] | 12%[57.1 µM] | 8% | 3% | -5&1&2 | ? | -9% | -5% | COc1ccc(C2CNC(=O)C2)cc1OC1CCCC1 (stereo unspecified) |
| -4% | 28% | ? | 1% | -2% | -4 | -25% | i | 12% | COc1cc([C@@H]2Oc3cc(C4Oc5cc(O)cc(O)c5C(=O)[C@H]4O)ccc3O[C@H]2CO)ccc1O (stereo partly specified) |
| 6% | 60%[activator] | 29% | -13% | -5% | -2 | -16% | i | -3% | CC12CCC(=O)C=C1CCC1C2CCC2(C)C1CCC2(O)C(=O)CO (stereo unspecified) |

Another view of some results above:
Fields – TrxR1 substrate, HP1b binding inh, rTrxR1 inhibitor, IDH1 R132H inh, Pin1 inhibitor, PI4K2A block, USP1-UAF1 inh, Tb PGK inh, GLS inhibitor
> COc1ccc(-c2cn3cccnc3n2)cc1NC(=O)c1cc(C)cc(C)c1
→ 15%[57.1 µM], 7%[57 µM], 8%[57.1 µM], nt, 11%, 4, -28%, nt, 4%
> CN(C)CCC[C@]1(c2ccc(F)cc2)OCc2cc(C#N)ccc21
→ -3%, 22%, -10%, 0%, -11%, 0, -11%, -1%, -3%
> COc1ccccc1N1CCN(CCCN=C2CC(=O)N(C)C(=O)N2C)CC1
→ 11%, 31%, 32%, 3%, -14%, -2, -30%, -1%, 57%[activator]
> O=C(O)c1cccnc1Nc1cccc(C(F)(F)F)c1
→ 1%[57.1 µM], 21%, 4%[57.1 µM], 6%, -6%, -2&-1&3, -16%, -5%, 5%&-1%
> CCCCn1cnc2cc(NCc3ccccc3Cl)ccc21
→ -11%, ?, -1%, ?, ?, 1, -9%, 3%, ?
> O=C(CSc1nc2ccccc2n1Cc1cccc(Cl)c1)N1CCN(c2ccc(F)cc2)CC1
→ 2%, 71%[activator], 12%, 7%, -3%, -1, -1%, -4%, 3%
> CC(=O)CCCCn1c(=O)c2c(ncn2C)n(C)c1=O
→ 10%[57.1 µM], 18%, 21%[57.1 µM], -3%, 6%, 2&1&1, -15%, -1%, -6%
> C=CC[n+]1ccc(/C=C2\C=Cc3cc(C)ccc3N2CC)c2ccccc21
→ -2%, ?, 12%, 10%, ?, -20, -2%, ?, 2%
> CCCCCC(=O)O[C@]1(C(C)=O)CC[C@H]2[C@@H]3CCC4=CC(=O)CC[C@]4(C)[C@H]3CC[C@@]21C
→ 5%, 23%, 19%, -18%, 0%, 1&0, -25%, -2%, 2%&-2%

Bioassay records deposited in PubChem by National Center for Advancing Translational Sciences (NCATS).
